Bioassay records from PubChem.
mcGAS inh = blocks mouse cGAS activity; AID 1259399; 160,000 tested, 0.15% active; Q8C6L5; recombinant cGAS, Kinase-Glo ATP depletion luminescence; inhibition, % at 12.5 µM;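 also: 0% = negative control wells and 100% = reference inhibitor with no enzyme activity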
NPYLR7 ag = activates Aedes aegypti NPYLR7 receptor. HEK293T NPYLR7/Galpha15, GCaMP6s calcium fluorescence. activation, % at 10 µM. 270,000 tested, 0.15% active; in the data active = activation above about 40%;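 also: 0% = vehicle and 100% = reference agonist at the receptor; some compounds past the cut are filed as inactive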
hcGAS inh = inhibitors of human cGAS; recombinant h-cGAS, ATP depletion, Kinase-Glo luminescence; 290,000 tested, 0.081% active; AID 1259398; inhibition, % at 12.5 µM; Q8N884;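 also: 0% = vehicle reaction and 100% = reaction without DNA for no activity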
Target sequence (Q8N884 whole entry, looked up): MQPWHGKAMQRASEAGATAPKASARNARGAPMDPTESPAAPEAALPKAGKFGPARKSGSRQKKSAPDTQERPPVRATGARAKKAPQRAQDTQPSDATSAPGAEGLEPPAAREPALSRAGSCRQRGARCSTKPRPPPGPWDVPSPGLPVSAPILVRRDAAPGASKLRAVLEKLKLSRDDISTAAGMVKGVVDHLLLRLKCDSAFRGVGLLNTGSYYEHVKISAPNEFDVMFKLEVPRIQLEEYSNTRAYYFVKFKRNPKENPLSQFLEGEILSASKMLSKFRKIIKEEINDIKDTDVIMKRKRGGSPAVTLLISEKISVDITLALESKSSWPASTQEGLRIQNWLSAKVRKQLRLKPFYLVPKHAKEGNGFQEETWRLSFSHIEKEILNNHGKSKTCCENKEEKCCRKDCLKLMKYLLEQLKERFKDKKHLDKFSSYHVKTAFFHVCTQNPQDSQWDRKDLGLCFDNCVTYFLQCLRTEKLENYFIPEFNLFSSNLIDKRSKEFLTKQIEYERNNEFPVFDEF
Active calls of the source: *; nt = no result given. Rule as the data show it, unless noted: active = inhibition above about 40%; inactive = the rest.

mol,mcGAS inh,NPYLR7 ag,hcGAS inh
CCOc1ccc(C2C(=C(O)c3ccc(OC)cc3)C(=O)C(=O)N2Cc2cccnc2)cc1 (stereo not drawn),nt,0,-4
Cc1ccc(-c2nc3ccccn3c2NC(=O)Cc2ccccc2)cc1,-7,-3,-6
Cc1nn(CC(=O)Nc2ccc(F)cc2)c(=O)c2c1cnn2-c1ccc(F)cc1,nt,6,-5
Cc1nc(C(C)C)sc1C(=O)N1CCc2c(nc[nH]c2=O)C1,-16,3,-5
COCCCCC(=O)Nc1cc(C(F)(F)F)[nH]n1,nt,8,-9
CN(CCCc1ccc(C(F)(F)F)cc1)S(C)(=O)=O,nt,3,3
CC(C)c1cc(CNC(=O)CCc2nnc(CCCc3ccccc3)o2)on1,-4,3,-1
O=C(NCc1cccnc1)c1coc(CN(Cc2ccc(C(F)(F)F)cc2)C2CC2)n1,-4,21,-2
Cc1ccc(-c2cc3c(SCC(=O)NC4CCCCC4)nccn3n2)cc1,-6,-3,-4
CC1CCCN(S(=O)(=O)c2ccc(NC(=O)c3cccs3)cc2)C1 (stereo not drawn),-7,-1,-7
COc1cccc(-c2cc(C(=O)N3CCN(C(c4ccccc4)c4ccccc4)CC3)n(-c3cccc(Cl)c3)n2)c1,-3,1,-10
Cc1c(-c2cccc(C(=O)O)c2)c(=O)[nH]c2ccccc12,nt,3,-4
CSc1ccc(Cl)c(C(=O)N[C@@H](C)C(=O)N2CCCCC2)c1,nt,21,-6
O=S(=O)(c1cnc[nH]1)N1CCN(c2ccccc2F)CC1,nt,17,-6
CCc1ccc(CN2CC[C@@](C)(O)[C@@H](CC(C)C)C2)nc1,-8,5,-3
COc1ccccc1-n1c(-c2ccccc2)cc(C(=O)N2CCN(C(c3ccccc3)c3ccccc3)CC2)c1C,-6,-4,-8
O=C(Nc1nonc1NC(=O)c1cccs1)c1cccs1,nt,2,-3
COCc1c(Br)c(C)nc(OCC(=O)N/N=C\c2ccc(-c3ccc(Cl)cc3[N+](=O)[O-])o2)c1C#N,-3,25,-5
c1cc(CNCc2ccnc(N3CCCCC3)c2)c2c(c1)OCCCO2,nt,11,-6
CCCCCn1c(=O)c2c(nc3n(-c4ccc(S(N)(=O)=O)cc4)c(C)cn23)n(C)c1=O,-4,1,2
O=C1CN(S(=O)(=O)c2c(F)cc(F)cc2F)CC2c3ccc(F)cc3CCN12 (stereo not drawn),-7,35,-5
COC(=O)NC1CCN(c2ccccc2C(=O)N2CCOCC2)CC1,-5,20,-7
C=C(C)CN1N=C(C)Cn2c1nc1c2c(=O)n(Cc2ccc(Cl)cc2)c(=O)n1C,nt,1,-1
CN1CCC(N(C)Cn2nc(-c3ccc4c(c3)OCO4)n(-c3ccccc3)c2=S)CC1,nt,0,-7
CCCS(=O)(=O)Nc1cccc(-c2ccc(S(=O)(=O)CC)nn2)c1,-7,9,-8
CC(=O)NC1(C#N)CCCCCC1,nt,-4,-8
Cc1cnc(N2C[C@H](O)[C@@H](N3CCCC3)C2)nc1N(C)C,nt,-11,1
CCOC(=O)c1cccc(NCN2C(=O)c3ccccc3C2=O)c1,-8,-5,-3
COC(=O)c1ccc(S(=O)(=O)Nc2cc(S(N)(=O)=O)cc(C)c2C)cc1,1,2,5
COCCNC(=O)CCC1CCN(C(=O)NC2CCCCC2)CC1,nt,3,-8

Taken from above:
hcGAS inh result of Cc1c(-c2cccc(C(=O)O)c2)c(=O)[nH]c2ccccc12 : -4
hcGAS inh result of COCCCCC(=O)Nc1cc(C(F)(F)F)[nH]n1 : -9
NPYLR7 ag result of COC(=O)c1ccc(S(=O)(=O)Nc2cc(S(N)(=O)=O)cc(C)c2C)cc1 : 2

Back to the main list, starting six compounds before the break.
mol,mcGAS inh,NPYLR7 ag,hcGAS inh
CCCS(=O)(=O)Nc1cccc(-c2ccc(S(=O)(=O)CC)nn2)c1,-7,9,-8
CC(=O)NC1(C#N)CCCCCC1,nt,-4,-8
Cc1cnc(N2C[C@H](O)[C@@H](N3CCCC3)C2)nc1N(C)C,nt,-11,1
CCOC(=O)c1cccc(NCN2C(=O)c3ccccc3C2=O)c1,-8,-5,-3
COC(=O)c1ccc(S(=O)(=O)Nc2cc(S(N)(=O)=O)cc(C)c2C)cc1,1,2,5
COCCNC(=O)CCC1CCN(C(=O)NC2CCCCC2)CC1,nt,3,-8
COc1cccc(COc2coc(CN3CCCN(S(=O)(=O)c4cc(Cl)cc(Cl)c4)CC3)cc2=O)c1,-5,-6,-4
CCCCc1ccc(NC(=O)c2cccn(OCc3cccc([N+](=O)[O-])c3)c2=O)cc1,-6,16,-6
CCn1c(=O)c2c(nc3n2CCN3c2cccc(Cl)c2)n(C)c1=O,nt,1,-10
c1nc(NCCc2ccsc2)c2nc3n(c2n1)CCCCC3,nt,2,-5
CC(=O)c1ccc(N2C(=O)CC3CS(=O)(=O)CC32)cc1 (stereo not drawn),-7,1,-1
Cc1cc(C)c2[nH]c(C(=O)N3CCC(n4ccnc4)C3)c(C)c2c1 (stereo not drawn),nt,1,-2
O=C(CN1C(=O)SC(=Cc2cccs2)C1=O)Nc1nc(-c2cc(F)ccc2F)cs1,-7,3,-6
C(=N/n1cnnc1)/c1ccccc1OCc1cccc2ccccc12,-6,-2,-2
COc1ccc(OC)c(S(=O)(=O)N2CCC[C@H]2C(=O)OCCc2ccc(OC)c(OC)c2)c1,-6,22,-4
Cc1cc(C(=O)NCCSc2cn[nH]n2)n[nH]1,nt,-5,-7
Cc1ccn2c(=O)c(NC(=O)c3ccc(C(F)(F)F)cc3)c(C)nc2c1,nt,-7,0
CN(Cc1ccco1)C(=O)c1ccccc1N1CCC(NC(=O)c2ccc(Cl)cc2)CC1,-6,-1,-7
COc1ccc(CCNC(=O)Cc2cc(-c3cc4ccccc4o3)on2)cc1,-5,1,-1
Cc1sc(C(=O)Nc2ncn[nH]2)c(-n2c(C)ccc2C)c1C,-3,-6,-5
COc1cccc(NC(=O)C2(C)CCN2CC2CCOC2)c1 (stereo not drawn),1,0,1
COc1cccc(Cn2cccc2CN(CCC(C)C)Cc2cccc(C#N)c2)c1,-7,nt,-9
OCCCn1cnc(-c2ccccc2)c1-c1ccc2cccc(O)c2n1,-11,27,-5
CCOc1ccccc1-n1c(C2CCC2)n[nH]c1=O,0,-2,-3
COc1ccc(CNC(=O)c2sc(=O)n(Cc3ccc(S(=O)(=O)N(C)C)cc3)c2C)cc1,nt,9,-11
CC1CCCCN1C(=O)C(NC(=O)c1cccs1)C1CCN(C(=O)CCc2ccccc2)CC1 (stereo not drawn),1,-7,0
CCCN(CC1CCCO1)C(=O)CC1(c2ccccc2)CC(=O)N(Cc2cccs2)C1=O (stereo not drawn),-10,1,-6
CCOc1ccc(-n2nnc3c(N4CCN(C(=O)C56CC7CC(CC(C7)C5)C6)CC4)ncnc32)cc1,-10,-4,-4
COCc1c(Br)c(C)nc(OCC(=O)N/N=C\c2cc(I)c(O)c(OC)c2)c1C#N,5,-5,4
CCOc1cc(S(=O)(=O)N(C)C)ccc1Cl,-7,11,-8
CCc1c(C)nc2c(O)cccn2c1=O,nt,-4,-8
N#Cc1c(F)cccc1NCc1ccccc1CN1CCOCC1,nt,1,-5
CCCCCCNC(=O)CC(c1cccc2c1OCO2)c1c[nH]c2ccccc12 (stereo not drawn),-3,nt,-3
COc1cccc(CN2CCC2(C)C(=O)Nc2ccc(C)cc2)c1F (stereo not drawn),nt,11,-10
COc1cccc(-c2nc3ccccn3c2NC(=O)C23CC4CC(CC(C4)C2)C3)c1,-3,-12,-2
CCOC(=O)C1(CCOc2ccccc2)CCN(C(=O)c2ccc3oc(C)cc3c2)CC1,-11,7,-7

Other structures.
mol,mcGAS inh,NPYLR7 ag,hcGAS inh
Cc1noc(-c2ccc(NCC(C)Oc3cccnc3)nc2)n1 (stereo not drawn),nt,11,-14
COCc1cnc2c(c1SCC(=O)Nc1cccc(C)c1C)c(=O)n(C)c(=O)n2C,-7,3,-2
Cc1cccc(-c2noc(CCc3nc(CCc4ccccc4)n[nH]3)n2)c1,-9,12,-3
CCCCCSc1nnc2c(n1)OC=Nc1ccccc1-2,nt,9,-6
C=C(C)CC(c1ccco1)N(C(C)=O)c1ccccc1 (stereo not drawn),nt,0,-2
COC1/C=C/OC2(C)Oc3c(C)c(O)c4c(O)c(cc(O)c4c3C2=O)NC(=O)/C(C)=C\C=C\C(C)C(O)C(C)C(O)C(C)C(OC(C)=O)C1C (stereo not drawn),nt,-17,-3
O=C(C1=NOC2C3CCC(C3)C12)c1ccccc1 (stereo not drawn),nt,4,-2
COCCCN(CC(=O)N1CCc2sccc2C1c1ccccc1C)C(=O)/C=C/c1ccc([N+](=O)[O-])cc1 (stereo not drawn),-4,18,-5
Cc1ccccc1C1c2ccsc2CCN1C(C)C(=O)N1CCCN(C(=O)C2C[C@H]2c2ccccc2)CC1 (stereo partly drawn),-5,33,-5
O=C(NC1CCCN(Cc2ccccc2)C1)c1ccc(F)cc1Cl (stereo not drawn),nt,5,-15
O=C(Cn1ccn2nc(-c3ccc(Cl)cc3)cc2c1=O)NCc1ccccc1,-7,18,-6
Cc1cc(=O)[nH]c(-n2nc(C)cc2NC(=O)Cc2ccc([N+](=O)[O-])cc2)n1,-7,6,-7
CCCC12CN(C(C)=O)CC(C)(CN(C(C)=O)C1)C2=O,nt,2,-12
CCC(=O)N(CC(=O)N(Cc1ccccc1)Cc1cccs1)Cc1ccco1,1,nt,-2
Brc1ccccc1Nc1nc2ccccc2n2cnnc12,nt,12,-6
CCN(CC)C(=O)Oc1ccc2c(ccn2Cc2ccccc2I)c1-c1ccc(OC)c(OC)c1,-6,20,-7
Cc1cc(C)cc(C(=O)N2CCc3c(sc4[nH]c(=O)n(-c5ccccc5)c(=O)c34)C2)c1,-7,nt,-9
CN(C)C1CCN(Cc2ccc(C(=O)Nc3ccc4c(cnn4C)c3)cc2)C1 (stereo not drawn),3,nt,0
CCNC(=O)N1CCN([C@@H]2C[C@H]3C[C@@H](c4ccccc4)OC[C@@]3(C)C2)CC1,-4,8,-4
CC(Nc1ccc(NS(=O)(=O)c2c(Cl)cccc2Cl)cc1)C(=O)N1CCCC1 (stereo not drawn),nt,6,3
Cc1cccc(C(=O)N2CCn3c(nnc3C(N)=O)C2)c1C,nt,7,-5
CN1CCC2(CC1)CN(C(=O)Cn1nnc3ccccc3c1=O)CCCN2C,-13,6,-4
Cc1cccc(OC(F)F)c1NC(=O)C1(C)CCN1C(=O)c1ccccc1CCc1ccccc1 (stereo not drawn),-5,12,-8
COC1CCN(S(=O)(=O)c2cc(Cl)c(N)c(Cl)c2)CC1,nt,1,-3
CCN(CC)C(=O)[C@@H]1C[C@H](N)CN1C(=O)c1cccc2nccnc12,nt,-4,3
COc1cccc(C2NC(=O)NC(C)=C2C(=O)OCCc2ccccc2)c1 (stereo not drawn),nt,-3,5
CC1c2cc(Br)cnc2NCCC(=O)N1CC1CC1 (stereo not drawn),-3,3,7
CN(C(=O)c1ccccn1)C(Cc1ccccc1)C1CCN(C(=O)c2cc3ccccc3oc2=O)CC1 (stereo not drawn),-8,10,-3
COc1ccc(NS(=O)(=O)c2cc(C)c(Cl)cc2Cl)c(C(=O)NCc2ccccc2)c1,-6,4,-2
CC(C)c1cccc(N(C)C(=O)c2ccccc2C(F)(F)F)c1,nt,3,-1

Further results follow.
mol,mcGAS inh,NPYLR7 ag,hcGAS inh
CN(c1nc2nonc2nc1NCc1ccccc1)C1CCOC1 (stereo not drawn),nt,8,-7
Cc1cc(C)c(C)c(S(=O)(=O)Nc2ccc(O)c(Sc3ncn[nH]3)c2)c1C,nt,1,-5
Cc1nc(C)c2c(C)c(C(=O)N(CCC(C)C)C3CC3)sc2n1,nt,1,-2
CN(C)CC1(O)CCCN(C(=O)C2(c3ccc(F)cc3)CC2)CC1 (stereo not drawn),nt,10,0
CCN(CC)CCNC(=O)c1cc(NC(=O)Nc2c(Cl)cccc2Cl)ccc1N1CCCC1,-5,-1,-4
COCCOCCCC(=O)NC1(C)CCc2ccccc2C1 (stereo not drawn),nt,1,-4
CCOC(=O)c1nn(-c2ccc(C(F)(F)F)cc2)c(=O)c2c(NC(=O)C(C)C)scc12,-1,-3,1
Cc1ccc(NC(=O)C2(C)CCN2C(=O)Cc2ccc(Cl)cc2Cl)cc1C (stereo not drawn),-7,1,-7
COCc1ccc(C(=O)N2CCCC3(C2)C(=O)Nc2ccccc23)o1 (stereo not drawn),3,-3,4
CC1CN(c2cc(Oc3ccc(F)c(Cl)c3)ncn2)CCN1C(=O)c1ccccc1Br (stereo not drawn),-5,10,-14

Compounds were not picked by outcome. Share with any hit: about 0.26%.
